Compound activity as filed in PubChem BioAssay.
G9a block – G9a (human) methyltransferase inhibition; Q96KQ7; G9a H3K9 monomethylation, AlphaScreen, 2 h; Potency, µM (top dose mostly 102 µM), for inactives: top-dose activity, negative = inhibition, usual class: inhibitors; actives 8.8% (n = 350,000); AID 504332; further: on the % scale 0 is the no-effect control and ±100 the full control effect; nearly all actives have a fitted effect of over 75% in size
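Readings reflect AlphaScreen signal from monomethyl-H3K9 antibody detection. HMT at 20 nM; substrate b-H3K9 500 nM; cofactor SAM 20 uM; 2 h RT reaction; compounds tested as titrations in qHTS with 15 min preincubation.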
APE1 inh – blocks human APE1 abasic DNA cleavage; Potency, µM (series often up to 65.8 µM), without a hit: top-dose activity change, negative = inhibition, actives largely listed as inhibitors; actives 0.35% (n = 350,000); recombinant APE1, TAMRA/BHQ-2 abasic DNA cleavage fluorescence;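 further: plate controls were vehicle for no effect and reference inhibitor for full effect; nearly all actives have a fitted effect of over 55% in size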
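Enzyme (0.75 nM final) and test compound are incubated 15 min at room temperature before adding 50 nM quenched THF abasic-site duplex. Cleavage dequenches TAMRA, followed at 525/598 nm over three reads one minute apart.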
BLM helicase inh – inhibitors of human Bloom syndrome helicase BLM | recombinant BLM DNA unwinding, fluorescence dequenching | Potency, µM (titrated, usually from 56.1 µM), for inactives: at the top dose activity change, negative = inhibition, most hits filed as inhibitors | actives 0.2% (n = 350,000) | AID 2528;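 further: plate controls were vehicle for no effect and no enzyme for full effect; nearly all actives have a fitted effect of over 35% in size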
Target sequence (P54132 whole entry, looked up): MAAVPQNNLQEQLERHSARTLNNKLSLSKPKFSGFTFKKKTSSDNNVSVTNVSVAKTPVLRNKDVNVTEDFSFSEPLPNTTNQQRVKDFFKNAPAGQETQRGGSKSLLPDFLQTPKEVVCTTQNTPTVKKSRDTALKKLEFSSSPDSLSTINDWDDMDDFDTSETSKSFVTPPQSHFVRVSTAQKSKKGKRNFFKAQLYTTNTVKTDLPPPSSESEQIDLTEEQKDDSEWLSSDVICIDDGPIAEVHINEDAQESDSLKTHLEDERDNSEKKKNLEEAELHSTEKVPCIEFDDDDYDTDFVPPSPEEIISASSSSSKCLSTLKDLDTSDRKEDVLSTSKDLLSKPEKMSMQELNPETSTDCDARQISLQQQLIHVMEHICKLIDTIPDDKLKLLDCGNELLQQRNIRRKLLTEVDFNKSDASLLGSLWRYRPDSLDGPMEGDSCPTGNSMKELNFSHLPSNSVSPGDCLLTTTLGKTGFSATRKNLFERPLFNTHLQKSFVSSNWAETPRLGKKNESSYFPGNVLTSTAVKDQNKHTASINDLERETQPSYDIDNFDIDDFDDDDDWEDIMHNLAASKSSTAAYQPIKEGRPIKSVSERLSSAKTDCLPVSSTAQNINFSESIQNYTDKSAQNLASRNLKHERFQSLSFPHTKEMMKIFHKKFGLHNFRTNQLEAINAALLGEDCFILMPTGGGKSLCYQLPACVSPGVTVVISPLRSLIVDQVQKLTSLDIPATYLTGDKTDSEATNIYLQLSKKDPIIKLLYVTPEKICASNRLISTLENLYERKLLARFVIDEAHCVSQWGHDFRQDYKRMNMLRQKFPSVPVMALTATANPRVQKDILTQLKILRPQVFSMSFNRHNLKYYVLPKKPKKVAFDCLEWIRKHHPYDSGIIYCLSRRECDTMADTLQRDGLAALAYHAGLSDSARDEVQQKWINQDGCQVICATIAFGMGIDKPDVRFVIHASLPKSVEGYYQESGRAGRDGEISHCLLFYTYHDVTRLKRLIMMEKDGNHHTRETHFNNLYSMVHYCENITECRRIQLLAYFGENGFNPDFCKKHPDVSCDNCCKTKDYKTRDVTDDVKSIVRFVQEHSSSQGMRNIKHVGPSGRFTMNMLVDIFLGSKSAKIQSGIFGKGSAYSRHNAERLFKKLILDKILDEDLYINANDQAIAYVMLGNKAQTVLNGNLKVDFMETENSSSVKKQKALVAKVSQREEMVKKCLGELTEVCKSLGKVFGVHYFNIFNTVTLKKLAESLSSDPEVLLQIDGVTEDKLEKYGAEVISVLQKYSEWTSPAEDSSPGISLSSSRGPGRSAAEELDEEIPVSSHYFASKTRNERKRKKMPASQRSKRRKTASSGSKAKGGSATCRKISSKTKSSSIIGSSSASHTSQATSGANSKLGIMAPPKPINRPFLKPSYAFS
Anesthetic bind – candidate novel general anesthetic via apoferritin binding; P02791; apoferritin/1-aminoanthracene competitive binding, fluorescence; Potency, µM (top dose mostly 77.5 µM), without a hit: at the highest dose activity change, negative = displacement, actives largely listed as inhibitors; actives 0.074% (n = 350,000); further: on the % scale 0 is the no-effect control and ±100 the full control effect; nearly all actives have a fitted effect of over 20% in size
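Steps: apoferritin (10 uM) was premixed with half-saturated 1-AMA in PBS, compounds were pin-transferred, plates stood 10 min at room temperature, fluorescence was read at 380/535 nm, and curves were fitted with a Hill equation.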
POLB inh – blocks human DNA polymerase beta activity | AID 485314 | P06746 | actives 1.3% (n = 340,000) | Pol beta primer extension/strand displacement, fluorescence kinetic | Potency, µM (series often up to 114 µM), inactives show at the highest dose activity change, negative = inhibition, usual class: inhibitors; further: on the % scale 0 is the no-effect control and ±100 the full control effect
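Values derive from four-parameter Hill fits of normalized kinetic data: reads at 0 and 10 min following addition of 50 nM substrate to 10 nM Pol beta preincubated 15 min with compound.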
BAZ2B inh – inhibitors of human BAZ2B bromodomain; Q9UIF8; AlphaScreen BAZ2B-H3K14Ac peptide displacement; Potency, µM (series often up to 114 µM), for inactives: at the highest dose activity change, negative = inhibition, actives largely listed as inhibitors; actives 4.4% (n = 360,000); further: on the % scale 0 is the no-effect control and ±100 the full control effect; nearly all actives have a fitted effect of over 60% in size
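Multi-concentration screen (max 110 uM) measuring displacement of acetylated histone H3 peptide from BAZ2B by AlphaScreen, using 50 nM protein, 50 nM peptide and 10 ug/mL streptavidin donor plus Ni-chelate acceptor beads.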
Pol eta inh – blocks human DNA polymerase eta activity; actives 1.2% (n = 390,000); Q9Y253; AID 588591; recombinant Pol eta, fluorescent DNA replication assay; Potency, µM (doses to about 114 µM), inactives show top-dose activity change, negative = inhibition, most hits filed as inhibitors; further: on the % scale 0 is the no-effect control and ±100 the full control effect
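Pol eta (10 nM) was preincubated with compounds for 15 min at room temperature, after which fluorescent replication substrate (50 nM final) was added to start the reaction. Fluorescence was read kinetically at 0 and 10 min.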
POLK inh – inhibitors of human DNA polymerase kappa; Potency, µM (series often up to 107 µM), for the others: top-dose activity, negative = inhibition, actives largely listed as inhibitors; AID 588579; Q9UBT6; purified Pol kappa, fluorescent DNA synthesis assay, 10 min; actives 0.53% (n = 400,000); further: on the % scale 0 is the no-effect control and ±100 the full control effect
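Kinetic fluorescence readout at 0 and 10 min followed reaction start with substrate at 50 nM final. Beforehand, enzyme (10 nM Pol kappa) stood 15 min with compound at room temperature; buffer-only wells were negative controls.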
POLI inh – inhibitors of human DNA polymerase iota. Pol iota fluorescent replication assay, 10 min. AID 588590. Potency, µM (series often up to 115 µM), for the others: at the highest dose activity, negative = inhibition, usual class: inhibitors. actives 1% (n = 390,000). Q9UNA4
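Fluorescent replication assay read twice, at 0 min and 10 min after adding 50 nM (final) substrate. Enzyme (10 nM) and compounds were first incubated 15 min at room temperature; enzyme-free buffer wells were negative controls.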
* hit, by the source's call; ? = inconclusive; . = not tested or not shown; & = joins results of further samples; [ ] = remark or other dose. The call rests on the fitted dose curve; in most records, active means well fitted curve in the direction sought with a large enough effect; inconclusive means small, poorly fitted or top-dose-only effect, or another doubt; inactive means no such curve, though single readings can be large; an effect the other way counts as inactive or inconclusive. Potency means the concentration at half of the fitted maximal effect.

SMILES	G9a block	APE1 inh	BLM helicase inh	Anesthetic bind	POLB inh	BAZ2B inh	Pol eta inh	POLK inh	POLI inh
O=C(Nc1cc(Cl)ccc1Cl)c1ccc(OC(=O)c2ccco2)cc1	-5%	3%	-2%	0%	2%	4%	-7%	-3%	16%
CC(C)CCN1CCN(CC#Cc2ccccc2)CC1CCO (stereo unspecified)	-1%	4%	-3%	-9%	6%	-14%	-5%	15%	-2%
COc1ccc(N2C(=O)C(CC(=O)Nc3ccc(F)cc3)N(CCc3ccc(OC)c(OC)c3)C2=O)cc1 (stereo unspecified)	-31%	-1%	-2%	-5%	-1%	-17%	-5%	-3%	21%
O=C(NCC1CCCO1)C1c2ccccc2Oc2ccccc21 (stereo unspecified)	28%	-6%	2%	-8%	5%	-7%	-18%	-2%	63%[activator]
O=C(CN1CCN(S(=O)(=O)c2ccc(F)c(Cl)c2)CC1)N1CCOCC1	1.1µM*	-7%	.	.	.	-3%	-14%	5%	-12%
COc1ccc(Oc2ccc(C(F)(F)F)cc2N)cc1	106%[activator]	-4%	-9%	-11%	-16%	21%	-2%	-11%	13%
CCOc1cccc2cc(-c3nc4sc5c(c4c(=O)[nH]3)CCC(C(C)(C)C)C5)c(=O)oc12 (stereo unspecified)	-10%[59 µM]	.	-2%	-6%	32%	-27%	7%	3%	-9%
COc1ccc(C2Nc3ccccc3C(=O)N2c2ccccc2)cc1COc1ccccn1 (stereo unspecified)	16%[59 µM]	-11%	1%	55%[activator]	41%	2%	-5%	-9%	-16%
O=C(COc1ccccc1Cl)Nc1cnn(Cc2ccccc2)c1	-30%	0%	-1%	?	-5%	8%	-19%	-7%	-14%
Cc1ccc(NC(=O)COC(=O)c2cc(=O)c3ccccc3o2)c(Br)c1	.	21%	.	.	.	.	4%	-28%	37%[activator]
COc1ccc(CNC(=O)CNC(=O)CNS(=O)(=O)c2ccc(C)c(C)c2)cc1	-4%	-5%	2%	-7%	44%	6%	-17%	-16%	156%[activator]
CC(C)Oc1ccc(Cn2c(=O)oc3ccccc32)cc1	9%	13%	-10%	-8%	2%	19%	-11%	-12%	74%[activator]
COc1ccc(COC(=O)C2=C(C)NC(=O)NC2c2ccc(OC)cc2)cc1 (stereo unspecified)	7%[0.501 µM]	-1%	-1%	-5%	18%	10%	-9%	12%	29%
CC(=O)Nc1ccccc1-c1nnn(CC(=O)Nc2ccc3c(c2)OCCO3)n1	.	7%	-11%	?	7%	-14%	-8%	-6%	33%[activator]
O=C1CC[C@H](O)CCN1[C@H](CSc1ccc(Br)cc1)Cc1ccccc1	11%[2.33 µM]	-10%	.	.	.	-5%	-5%	-7%&-9%	?
C=CCNC(=S)N1CCN(c2cc3c(cc2F)c(=O)c(C(=O)O)cn3CC)CC1	0%	12%	-4%	-1%	-6%	-21%	-11%	-3%	83%[activator]
O=C(NCc1cccs1)c1ccc(Cl)c(S(=O)(=O)N2CCCC2)c1	2%	4%	-2%	-9%	-9%	-4%	-17%	0%	35%[activator]
Cn1c(=O)[nH]c(=O)c2c1nc(CN1CCOCC1)n2Cc1ccccc1	97%[activator][59 µM]	0%	-1%	-10%	21%	-4%	1%	-18%	2%
CN(C)C(=O)C1C2NC(=S)N(c3ccc(Cl)cc3)C1(C)Oc1ccc(Cl)cc12 (stereo unspecified)	66%[activator][59 µM]	1%	-16%	-13%	2%	?	-2%	-18%	123%[activator]
Cc1ccc(S(=O)(=O)N2CCOCC2)cc1C(=O)OC1CCCCC1=O (stereo unspecified)	6%	-4%	-2%	-5%	?	.	-1%	10%	36%[activator]
O=C(CCc1ccccc1)NCc1nc2cccnc2n1Cc1ccc(F)cc1	8%[59 µM]	.	0%	-8%	5%	-2%	-3%	-6%[60.1 µM]	-3%
COc1ccc2[nH]c(CN3CCN(CCC(C)C)C(CCO)C3)c(C)c2c1 (stereo unspecified)	.	11%	-2%	-9%	6%	?	-9%	5%	12%
Cc1ccc(S(=O)(=O)N(C)c2ccc(C(=O)N3CCCCC3)cc2)cc1	21%[59 µM]	1%	-3%	-17%	16%	12%	5%	-12%	10%
Cc1cccc(C)c1OCCNC(=O)c1ccc2ccccc2n1	317%[activator]	1%	-14%	?	-23%	51%[activator]	-14%	-8%	3%
CCOc1ccccc1N1CCN(C(=O)c2cccc(-c3ccc(O)cc3)c2)CC1	-51%[59 µM]	3%	-10%	-20%	?	?	-12%	-15%	67%[activator]
CCC(=O)N1CCc2cc(S(=O)(=O)NC(C(=O)NCc3ccc(OC)cc3)C(C)C)ccc21 (stereo unspecified)	9%[59 µM]	.	-2%	-1%	15%	.	-9%	-6%	-3%
CC(NC(=O)Nc1ccccc1)C(c1cccs1)N1CCOCC1 (stereo unspecified)	-1%[59 µM]	-1%	1%	-1%	2%	5%	-12%	-17%	2%
O=C(O)c1ccc(/C=N/Nc2ncc(C(F)(F)F)cc2Cl)cc1	32µM*	2%	1%	0%	0%	-17%	-15%	-5%	45%[activator]
COc1cc(C(Nc2ccccn2)c2c(NC(=O)c3ccco3)sc(C)c2C)cc(OC)c1OC (stereo unspecified)	?	3%	-11%	-1%	-11%	?	-17%	-2%	20%
Cc1ccc[n+](CC(=O)c2ccccc2)c1	12%[2.33 µM]	7%	3%	6%	6%	-10%	.	.	.
COc1ccc(CN(C)C(=O)C2CCN(C(=O)Nc3ccccc3)CC2)cc1	12%	-1%	.	.	.	10%	-18%	-21%	35%[activator]
CC(C)Cn1c(N)c(C(=O)CSc2nnc(C3CC3)n2C2CC2)c(=O)n(C)c1=O	-44%	21%	.	.	.	-5%	1%	-6%	27%
FC(F)(F)c1ccccc1-c1nccc(NCCN2CCOCC2)n1	1%[0.501 µM]	3%	2%	.	.	.	.	1%[60.1 µM]	.
Cc1ccc(C2(C(F)(F)F)NC(=O)N3N=C4CCCCCN4C3=C2C#N)cc1 (stereo unspecified)	-25%	-3%	-3%	-2%	2%	-1%	-4%	-2%	-9%
Fc1ccc(Nc2ncnc3ccc(-c4ccoc4)cc23)cc1	10%[0.501 µM]	-11%	-1%	.	.	.	.	?	.
Cc1ccc(S(=O)(=O)N2[C@@H](c3ccccc3)C(C(=O)O)=CC[C@H]2c2ccc3c(c2)OCO3)cc1	-2%[2.33 µM]	51%[activator]	.	.	.	5%	-11%	-5%	4%
Cc1ccc(C)c2c1cc(C)c1nnc(SCC(=O)N3CCCc4ccccc43)n12	4%[59 µM]	4%	2%	-12%	21%	-27%	-6%	-19%	23%
CCc1cccc(CC)c1NC(=O)C[n+]1cccc(C(N)=O)c1	-3%	-5%	1%	2%	2%	4%	-15%	4%	66%[activator]
COc1ccc2[nH]cc(CCNC(=O)COc3cc(C)cc4oc(=O)cc(C)c34)c2c1	-13%[12.7 µM]	-15%	0%	-5%	4%	-4%	-2%	-7%	-17%
NC(=O)CSc1nccn1Cc1ccccc1	-25%	2%	-4%	-8%	-8%	-2%	-5%	4%	68%[activator]
O=C(CCCc1ccccc1)Nc1ccnn1C1CCN(Cc2ccccc2)CC1	42%	39%[activator]	-3%	-17%	30%	-21%	-11%	9%	2%
Cc1cc(C)n2nc(C(=O)NNC(=O)c3ccccc3)nc2n1	14µM*	-1%	3%	-3%	0%	?	?	-4%	106%[activator]
COC(=O)c1cc(Cl)c(NC(=O)c2cc3ccccc3o2)cc1OC	4%[0.501 µM]	4%	-7%	-23%	1%	6%	?	-4%	-6%
COc1cc(CNc2ccc3[nH]c(=O)[nH]c3c2)ccc1OCc1ccc(F)cc1	?	6%	0%	?	-3%	-26%	-11%	-5%	-4%
COc1cc(CNCC(C)C)c(Br)cc1OCC(=O)NCc1ccccc1	-41%[59 µM]	5%	-1%	-1%	-26%	4%	-4%	-12%	10%
Cc1ccc(-c2cc[n+](Cc3ccccc3)cc2)cc1	-1%	7%	2%	-13%	-24%	-17%	-7%	-1%	121%[activator]
CC[C@]1(C(=O)OC)[C@H]2C(=O)N(Cc3ccccc3)C(=O)[C@H]2[C@H]2CN(C)C(=NCc3ccccc3)N21	.	28%	.	.	.	.	-9%	1%	-6%
Cc1ccc(NC(=O)COC(=O)CCc2nc3ccccc3c(=O)[nH]2)cc1Cl	35µM*	-7%	-6%	-13%	10%	-12%	-8%	-1%	111%[activator]
O=C(NCc1ccc(OC(F)(F)F)cc1)c1cccc2c1C(=O)c1ccc(N3CCC(Cc4ccccc4)CC3)cc1S2(=O)=O	.	24%	.	.	.	.	-16%	2%	36%
Cc1cccc(NC(=O)C(=O)NCC2CCCN2S(=O)(=O)c2cccs2)c1C (stereo unspecified)	4%	5%	.	.	.	6%	-26%	-8%	28%
COCCCNC(=O)Nc1ccc(F)cc1F	-5%[59 µM]	2%	-1%	1%	0%	1%	-5%	-2%	17%
O=C(Nc1ccc(O)c2c(=O)cc(-c3cccc(Cl)c3)oc12)c1ccccc1Cl	-33%[12.7 µM]	-2%	-1%	-2%	?	-6%	-7%	-4%	?
CCn1cc(C(=O)NCCC2=CCCCC2)c(=O)c2cc(S(=O)(=O)N(C)C)ccc21	-6%[59 µM]	-3%	-3%	-3%	-17%	3%	-25%	-2%	33%[activator]

Given comma-delimited: entries from further up.
smiles,G9a block,APE1 inh,BLM helicase inh,Anesthetic bind,POLB inh,BAZ2B inh,Pol eta inh,POLK inh,POLI inh
COc1cc(CNCC(C)C)c(Br)cc1OCC(=O)NCc1ccccc1,-41%[59 µM],5%,-1%,-1%,-26%,4%,-4%,-12%,10%
CCn1cc(C(=O)NCCC2=CCCCC2)c(=O)c2cc(S(=O)(=O)N(C)C)ccc21,-6%[59 µM],-3%,-3%,-3%,-17%,3%,-25%,-2%,33%[activator]
COc1cc(CNc2ccc3[nH]c(=O)[nH]c3c2)ccc1OCc1ccc(F)cc1,?,6%,0%,?,-3%,-26%,-11%,-5%,-4%
Cc1cc(C)n2nc(C(=O)NNC(=O)c3ccccc3)nc2n1,14µM*,-1%,3%,-3%,0%,?,?,-4%,106%[activator]

This is a subset; count on the stated rates, not on these rows.
